# RTF Ca sens act: cardiac RTF calcium sensitivity activators, primary screen, biochemical, IANBD-TnC fluorescence, EC20 calcium; Troponin I, cardiac muscle (Homo sapiens) + Troponin T, cardiac muscle (Homo sapiens) + …; 340,000 compounds, 0.24% hits; IANBD-labeled TnC RTF fluorescence at EC20 calcium; 0% EC20 calcium, 100% full calcium; activation, % at 7.2 µM;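 active = activation above the mean over all tested compounds plus 3 SD, cut at about 30% in these data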;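 also: rise in fluorescence read as greater calcium sensitivity of cardiac thin filaments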
# Cardiac RTF inh: cardiac RTF calcium sensitivity inhibitors, primary screen, biochemical, IANBD-TnC fluorescence, EC70 calcium; Troponin I, cardiac muscle (Homo sapiens) + Troponin T, cardiac muscle (Homo sapiens) + …; IANBD-labeled cardiac RTF, Ca2+ fluorescence; inhibition, % at 7.15 µM; 340,000 compounds, 0.12% hits;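 active = inhibition above the mean inhibition of all tested compounds plus 3 SD, cut at about 17% in these data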;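 also: assay run at fixed EC70 calcium of 1.6 mM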
# DAGLB inhibitor: DAGLB lipase inhibitors, primary screen, biochemical, fluorescence, HTS; Diacylglycerol lipase-beta (Homo sapiens), Q8NCG7; HEK293T DAGLB membrane lysate, EnzChek fluorogenic substrate; inhibition, % at 5.17 µM; 340,000 compounds, 0.059% hits; in the data active = inhibition above about 34%;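 also: 0% = enzyme with vehicle and 100% = wells lacking enzyme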
# Target sequence (Q8NCG7 whole entry, looked up): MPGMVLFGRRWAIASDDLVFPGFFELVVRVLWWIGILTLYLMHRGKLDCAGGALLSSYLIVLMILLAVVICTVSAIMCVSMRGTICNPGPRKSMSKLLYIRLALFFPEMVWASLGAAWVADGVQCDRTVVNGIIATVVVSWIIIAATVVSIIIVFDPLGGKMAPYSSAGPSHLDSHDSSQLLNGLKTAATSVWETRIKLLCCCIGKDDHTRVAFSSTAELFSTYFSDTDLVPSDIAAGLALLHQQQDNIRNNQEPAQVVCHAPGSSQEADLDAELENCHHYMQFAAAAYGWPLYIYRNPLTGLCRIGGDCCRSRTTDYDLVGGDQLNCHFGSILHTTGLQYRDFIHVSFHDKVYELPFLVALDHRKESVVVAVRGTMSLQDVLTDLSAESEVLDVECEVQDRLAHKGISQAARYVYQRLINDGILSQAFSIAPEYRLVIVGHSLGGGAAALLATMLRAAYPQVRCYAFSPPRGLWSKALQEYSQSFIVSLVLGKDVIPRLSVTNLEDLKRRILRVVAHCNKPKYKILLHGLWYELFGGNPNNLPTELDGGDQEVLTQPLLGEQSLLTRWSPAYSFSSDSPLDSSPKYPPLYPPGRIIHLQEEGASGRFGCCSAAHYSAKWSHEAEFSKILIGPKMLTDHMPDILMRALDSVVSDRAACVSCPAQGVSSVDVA
# SR-BI uptake up: activators of SR-BI mediated DiI-HDL uptake, primary screen, ldlA[mSR-BI] CHO cells, DiI fluorescence; 320,000 compounds, 0.096% hits; activation, % at 12.5 µM; 3 h; 100 = double the neutral-control signal;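 active = mean replicate activation of at least 60% and every replicate at or above 60%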;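 also: 0% = median plate neutral-control signal and 100% = twice that signal; values of inactives mirror those of a sister screen read the other way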
#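 system = CHO ldlA[mSR-BI] cells, LDL receptor-null, SR-BI overexpressing | medium = Ham's F12 with 0.5% BSA, HEPES 25 mM, pH 7.4 | probe or stimulus = DiI-HDL 10 µg/mL | compound dosing = single-point compound dose | incubation = compound exposure 3 h, 37 °C | technique = DiI fluorescence, bottom read | read-out = cell-associated DiI fluorescence as measure of HDL uptake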
# Keap1-Nrf2 PPI: Keap1-Nrf2 protein-protein interaction inhibitors, primary screen, biochemical, fluorescence polarization, single point. 340,000 compounds, 0.15% hits. Keap1 Kelch-Nrf2 peptide fluorescence polarization, 1536-well. inhibition, % at 9.4 µM. Kelch-like ECH-associated protein 1 (Homo sapiens), Q14145; in the data active = inhibition above about 12%;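 also: human Keap1 Kelch domain with fluorescein labeled Nrf2 9mer peptide probe; 0% = neutral control wells and 100% = peptide positive control; higher means more block of Keap1 binding to Nrf2 peptide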
# LANA DNA inh: inhibitors of KSHV C-LANA binding to DNA, primary screen, biochemical, fluorescence polarization, FAM-LBS DNA, MBP-C-LANA, single point. Kaposi's sarcoma herpesvirus LANA C-terminal domain (residues 932-1162) DNA binding. inhibition, % at 9 µM. 340,000 compounds, 0.078% hits. AID 504423, 2011;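 active = highest replicate inhibition at or above 60% at 9 µM, even if other replicates fall short; inactive = all replicates below 60% inhibition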;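 also: 0% = neutral control wells and 100% = 4 µM acridine orange control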
# CAL PDZ FP-1: untagged CAL PDZ binding inhibitors, primary screen, biochemical, fluorescence polarization, HTS; 300,000 compounds, 0.92% hits; purified CAL PDZ, TMR-peptide fluorescence polarization, 1 h; Golgi-associated PDZ and coiled-coil motif-containing protein (Homo sapiens), Q9HD26; AID 602252, 2012; inhibition, % at 24.9 µM;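 active = mean inhibition of at least 30% with at least half of replicates also reaching 30%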;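 also: 0% = DMSO neutral control and 100% = excess unlabeled competitor peptide PRC23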
# CAL PDZ FP-2: CAL PDZ peptide-binding inhibitors, primary screen, biochemical, fluorescence polarization, Cer-tagged CAL PDZ, HTS. Golgi-associated PDZ and coiled-coil motif-containing protein (Homo sapiens), Q9HD26. purified CAL PDZ, TMR-peptide fluorescence polarization, 1 h. inhibition, % at 20 µM. 330,000 compounds, 0.02% hits. AID 504414, 2011;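 active = highest replicate inhibition of at least 40%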;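 also: plate controls were DMSO neutral control wells for no effect and unlabeled competitor peptide control wells for full effect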
#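 Control set: unlabelled peptide and DMSO controls / Material: purified CerCALP PDZ construct / Timing: 1 h incubation at room temperature before polarization reading / Doses: 20 µM, one dose / Detection: fluorescence polarization (mP)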
# Rtt109 Vps75: inhibitors of C. albicans Rtt109/Vps75 HAT, primary screen, biochemical, ThioGlo CoA-SH fluorescence, plate reader; purified Rtt109/Vps75, 4 h; inhibition, % at 34.9 µM; 330,000 compounds, 0.16% hits; AID 540336, 2011;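 active = inhibition of at least 50% in every replicate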
# PKA-R2B activ: activators of PKA-R2B holoenzyme, primary screen, biochemical, fluorescence polarization, Cy5-IP20, human. PKA-R2B holoenzyme dissociation; R2B truncated from residue 108, S112A mutant; 0% DMSO only, 100% 113 µM cGMP. activation, % at 11.4 µM. 340,000 compounds, 0.079% hits;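 active = activation above a cutoff set at the mean over all compounds plus 3 SD, cut at about 18% in these data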;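 also: higher means more holoenzyme dissociation and a rise in polarization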
# Target sequence (P31323 whole entry, looked up, other chains not shown, the tested form may be a part): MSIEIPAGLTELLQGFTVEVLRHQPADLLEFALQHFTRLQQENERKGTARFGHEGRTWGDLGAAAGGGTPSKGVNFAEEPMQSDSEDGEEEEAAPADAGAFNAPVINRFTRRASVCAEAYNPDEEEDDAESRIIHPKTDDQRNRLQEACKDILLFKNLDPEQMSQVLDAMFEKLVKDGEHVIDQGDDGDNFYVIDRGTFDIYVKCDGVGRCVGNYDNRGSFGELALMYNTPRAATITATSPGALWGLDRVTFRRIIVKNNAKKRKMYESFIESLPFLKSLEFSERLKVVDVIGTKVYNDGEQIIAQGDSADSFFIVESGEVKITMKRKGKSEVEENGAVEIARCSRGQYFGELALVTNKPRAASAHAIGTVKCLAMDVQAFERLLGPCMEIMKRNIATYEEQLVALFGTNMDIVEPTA
# * hit, by the source's call; . = not tested or not shown.
Rtt109 Vps75	Keap1-Nrf2 PPI	RTF Ca sens act	SR-BI uptake up	CAL PDZ FP-2	DAGLB inhibitor	PKA-R2B activ	LANA DNA inh	Cardiac RTF inh	CAL PDZ FP-1	Structure
12	-5	-3	14	-2.4	-1	-5	-0.3	-3	17	CCN(C(=O)COC(=O)c1cnc(C)cn1)C1CCS(=O)(=O)C1 (stereo not drawn)
-7	-2	-3	-8	-0.1	-2	-8	0.9	0	-1	CCn1nc(C)cc1C(=O)n1nc(C)c(Sc2ncccn2)c1C
-14	-1	2	.	-0.8	2	-6	-0.6	-5	-1	CCOC(=O)CNc1c(-c2ccccc2)nc2ccc(Cl)cn12
12	-1	-5	1	-0.9	2	3	-0.5	0	0	CSCC[C@H](NC(=O)N1CCn2c1nc1ccccc12)C(=O)NCc1ccccc1
10	3	-1	-2	-2.6	-1	2	-0.2	-1	-2	Cc1cc(C)n(CC(=O)NN)n1
4	1	1	-1	-1.0	-5	1	-0.5	6	-2	Cc1ccc2nc(SCC(=O)N3c4ccccc4CC3C)c(C)cc2c1 (stereo not drawn)
-1	-8	2	13	-0.5	-4	6	0.1	-5	-2	CCOC(=O)N1CCC(=NNC(=O)COc2cccc(C)c2)CC1
-12	2	10	2	0.4	2	7	-1.0	-5	.	Cc1ccc(NC(=O)c2cccc(NC3=NC4CS(=O)(=O)CC4S3)c2)cc1C (stereo not drawn)
5	2	0	44	-0.3	-2	0	0.9	-12	-11	CCc1cc(=O)oc2cc(OCc3ccc(C(=O)O)o3)ccc12
0	-4	6	-12	-0.4	0	-5	-0.6	4	-1	Cc1ccccc1-c1cc(C(=O)NCc2ccc(OC(F)(F)F)cc2)nn1CC1CC(c2cccc([N+](=O)[O-])c2)=NO1 (stereo not drawn)
-2	1	-3	6	-0.5	1	11	1.0	-9	.	O=C(CN1C(=O)NC(Cc2ccccc2)C1=O)Nc1ccc(OC(F)(F)F)cc1 (stereo not drawn)
1	-4	-5	-8	-1.6	-2	-6	4.3	1	-5	COc1ccc(-c2cc3c(=O)n(CC(=O)NCCCN4CCN(Cc5ccccc5)CC4)ncn3n2)cc1
-9	1	-3	5	-0.6	-2	-4	-0.7	2	-4	O=C(Nc1nccs1)[C@@H]1CCCN1S(=O)(=O)c1ccc(Cl)cc1
-14	-5	7	7	0.3	-1	-6	4.1	-5	-2	COc1ccc(-n2c(Cn3c(=O)sc4ccccc43)nnc2SCC(=O)N2CCCC2)cc1
6	-5	9	-3	-1.6	2	-15	-1.0	-3	-1	CCOc1ccc(-c2nc(N)ncc2Oc2ccccc2Br)c(O)c1
10	3	5	3	1.3	1	3	3.2	-6	-12	Cc1nc2ccccn2c1/C(O)=C1\C(=O)C(=O)N(CCN2CCOCC2)C1c1ccncc1 (stereo not drawn)
-12	1	12	-3	-2.0	4	0	-0.4	-8	-1	COc1ccc(OCCOC(=O)CNC(=O)c2ccc(C)cc2)cc1
2	-5	2	15	0.1	1	-11	-1.5	4	-3	CC(C)(C)NC(=O)c1ccc(Cn2cc(C(F)(F)F)ccc2=O)cc1
6	-2	-8	37	-3.3	4	-5	0.5	2	-1	CCN(C(=O)CCN1C(=O)S/C(=C\c2ccccc2)C1=O)C1CCS(=O)(=O)C1 (stereo not drawn)
2	-5	0	22	-2.3	2	-3	-0.8	-7	-2	COc1ccc(CC(=O)N(Cc2ccccc2)c2ccccc2)cc1S(=O)(=O)N1CCOCC1
-3	2	5	-4	-0.3	-5	-5	3.7	-2	-3	O=C(O)c1cccnc1C(=O)O
9	0	-2	6	-0.9	-1	-7	-1.0	-5	.	CC(C)(C)NC(=O)C(c1ccc(F)cc1)N(Cc1ccco1)C(=O)CCC(=O)Nc1nccs1 (stereo not drawn)
-9	-3	1	-6	-1.6	1	-5	0.7	-9	-1	COc1ccc(CNC(=O)CC2C(=O)NCCN2C2Cc3ccccc3C2)cc1 (stereo not drawn)
3	0	-4	8	-2.5	-9	5	0.6	1	-2	Cc1ccc(S(=O)(=O)N2CCN=C2SCc2c(F)cccc2Cl)cc1
-1	-1	2	-7	-1.8	1	4	1.0	-6	-10	Cc1ccc(C2NC(=O)c3ccccc3O2)cc1 (stereo not drawn)
-4	-3	1	-66	-0.9	-1	-4	-5.0	3	-4	COc1ccc(C(=O)Nc2ccc(Oc3ncnc4sc(-c5ccccc5)cc34)cc2)cc1OC
-4	4	-3	11	-0.7	1	2	-2.7	-11	-3	CC(C)CCNC(=O)COC(=O)/C=C/c1ccc2ccccc2n1
8	4	-1	.	-2.5	-1	2	0.6	8	-1	CC1CCCN(C(=O)C2CC(=O)N(c3ccc(Cl)cc3)C2)C1 (stereo not drawn)
0	-1	-5	.	-0.5	1	1	-3.9	-9	-6	Cc1cc(C)n(S(=O)(=O)c2cc(C(=O)O)c(Cl)cc2Cl)n1
-4	-2	3	-18	-1.5	-3	-4	1.8	-6	2	CCc1ccc(NC(=O)N(CCCN2CCOCC2)C(C)c2cc3cccc(OC)c3o2)cc1 (stereo not drawn)
-1	-7	-1	-15	-3.0	2	1	0.7	2	2	CN(C)S(=O)(=O)c1cccc(C(=O)OCC(=O)c2ccc3c(c2)NC(=O)CO3)c1
5	-4	0	1	-2.4	-1	-5	-0.5	3	-2	COc1cccc(NC(=O)CN2C(=O)COc3ccc(S(=O)(=O)N4CCC(C)CC4)cc32)c1
8	-2	2	3	-0.3	-5	7	-0.3	0	-5	CCC(C)NC(=O)c1cn(CC)c2ccc(S(=O)(=O)N(C)C)cc2c1=O (stereo not drawn)
13	-2	-2	20	0.0	-2	3	0.7	-5	-5	CC(C)(C)C(=O)CN1C(=O)NC2(CCOc3ccccc32)C1=O (stereo not drawn)
0	0	-1	-33	0.4	1	-9	0.5	8	-6	O=C(Nc1ccc(NC(=O)c2cccs2)cc1)c1ccc2c(c1)OCO2
-8	-3	0	.	-1.3	-1	-3	-1.5	-3	-2	Cc1nn(CC(=O)O)c(C)c1N
.	1	-4	-2	-2.9	-5	5	-0.2	-23	0	COc1ccc(S(=O)(=O)N2CCOC23CCN(S(=O)(=O)c2ccc(F)cc2C)CC3)cc1
-8	-3	-2	17	0.4	-2	-2	1.2	-5	-3	Cc1cc(C(F)(F)F)n(-c2nc(C(=O)O)cs2)n1
-1	-6	-1	14	-0.2	0	-9	-1.0	1	7	Cc1ccc2nc(C3CCN(CC(=O)N4CCCCCC4)CC3)[nH]c2c1
0	-2	-4	-2	-3.1	0	-1	-0.9	-1	1	CCc1ccc(/C=C2\SC(=S)N(CCCC(=O)Nc3ccc(C(=O)O)cc3)C2=O)cc1
-2	1	8	16	-0.2	-2	-5	-0.1	-7	-5	COCCNS(=O)(=O)c1ccccc1
3	2	0	17	-1.2	-10	7	0.1	1	0	CCOC(=O)[C@@H]1[C@H]2COc3ccc(Br)cc3[C@@H]2N2C(=O)N(c3ccc(Cl)cc3)C(=O)[C@]12C
7	0	-3	13	.	-2	-11	1.5	6	-5	COC(=O)CNC(=O)C(C)(C)Oc1ccc(Cl)cc1
-5	-3	-8	2	-2.2	0	10	1.1	-1	2	COc1ccc(CNC(=O)CCN2C(=O)[C@@H]3Cc4ccccc4CN3C2=O)cc1
1	-3	-3	16	-0.2	-3	-13	1.1	1	-1	CC(C)C[C@H](NC(=O)c1nc[nH]c1C(=O)N(C)Cc1ccccc1)C(=O)OCc1ccccc1
-1	-4	6	6	-1.3	-7	-5	0.8	-3	.	CCOc1ncccc1C(=O)Oc1ccc2c(c1)OCO2
16	-5	-2	11	-0.7	-2	-3	1.9	-2	4	Cc1ccc(S(=O)(=O)N2CCN(Cc3ccccc3C(F)(F)F)CC2)cc1
-5	0	2	-3	-0.6	6	3	0.8	4	-4	COC(=O)c1sccc1NC(=O)CSc1ccccc1NS(=O)(=O)c1cc(Cl)ccc1Cl
-160	6	-8	-14	-0.3	0	0	44	-2	-1	COCCNC(=O)Nc1ccc2nc(-c3ccco3)c(-c3ccco3)nc2c1
3	-5	14	-1	-0.2	0	0	1.1	-2	-4	COC(=O)C(c1ccccc1)C1(O)CC(C)N(C)CC1C (stereo not drawn)
-4	1	4	-18	-0.7	0	8	2.2	-5	-5	O=C(Cc1ccc(S(=O)(=O)N2CCOCC2)s1)Nc1ccccc1N1CCOCC1
8	-3	4	-5	-2.3	0	-4	0.7	-2	.	O=C1NC(Cc2c[nH]c3ccccc23)C(=O)N1c1ccc(F)cc1 (stereo not drawn)
-9	-2	1	24	-1.1	-4	7	-0.5	-6	.	CC(Oc1cccc2c1OC(C)(C)C2)C(=O)O (stereo not drawn)

# Some entries already given, showing only CAL PDZ FP-1, PKA-R2B activ and Keap1-Nrf2 PPI:
molecule,CAL PDZ FP-1,PKA-R2B activ,Keap1-Nrf2 PPI
COc1ccc(CNC(=O)CCN2C(=O)[C@@H]3Cc4ccccc4CN3C2=O)cc1,2,10,-3
CC(C)C[C@H](NC(=O)c1nc[nH]c1C(=O)N(C)Cc1ccccc1)C(=O)OCc1ccccc1,-1,-13,-3

# A draw from above in order of molar mass, smallest number first.
Rtt109 Vps75	Keap1-Nrf2 PPI	RTF Ca sens act	SR-BI uptake up	CAL PDZ FP-2	DAGLB inhibitor	PKA-R2B activ	LANA DNA inh	Cardiac RTF inh	CAL PDZ FP-1	Structure
16	-5	-2	11	-0.7	-2	-3	1.9	-2	4	Cc1ccc(S(=O)(=O)N2CCN(Cc3ccccc3C(F)(F)F)CC2)cc1
-4	1	4	-18	-0.7	0	8	2.2	-5	-5	O=C(Cc1ccc(S(=O)(=O)N2CCOCC2)s1)Nc1ccccc1N1CCOCC1
3	2	0	17	-1.2	-10	7	0.1	1	0	CCOC(=O)[C@@H]1[C@H]2COc3ccc(Br)cc3[C@@H]2N2C(=O)N(c3ccc(Cl)cc3)C(=O)[C@]12C
